GlmU inhibition: inhibition of mycobacterial GlmU enzyme – biochemical, glucosamine-1-phosphate acetyltransferase (AID 1376) | inhibition, %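 (tested at 30 µM in the primary screen)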, or IC50 in µM where a hit was titrated | 220,000 tested, 0.25% active | M. tuberculosis GlmU acetyltransferase enzyme assay; higher % means a stronger effect; in the data active = inhibition above about 13%; inconclusive = no clear call, values can overlap the other calls;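 also: 0% = complete reaction with vehicle and 100% = reaction without substrate; strong numbers were not always called active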
Mtb RmlCD inh: M. tuberculosis RmlC/RmlD inhibition | P9WH09+P9WH11 | inhibition, % at 3.6 µM | RmlC+RmlD coupled enzyme assay, percent inhibition; primary screen in compound mixtures | 160,000 tested, 0.03% active | AID 1533; in the data active = inhibition mostly above about 34%, no sharp cut-off; inconclusive = no clear call, values can overlap the other calls; inactive = mostly below about 22%; also: some results filed as inactive read as strong as hits
Target sequence (P9WH09 whole entry, looked up): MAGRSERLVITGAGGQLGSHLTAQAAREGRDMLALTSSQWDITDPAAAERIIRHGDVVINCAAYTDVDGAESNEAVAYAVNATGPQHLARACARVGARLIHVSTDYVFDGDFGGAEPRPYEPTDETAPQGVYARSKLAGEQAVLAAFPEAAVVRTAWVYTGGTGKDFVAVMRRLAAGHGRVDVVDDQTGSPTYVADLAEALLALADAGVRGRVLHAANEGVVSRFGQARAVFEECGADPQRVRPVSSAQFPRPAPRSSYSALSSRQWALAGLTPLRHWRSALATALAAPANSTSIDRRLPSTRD
Target sequence (P9WH11 whole entry, looked up): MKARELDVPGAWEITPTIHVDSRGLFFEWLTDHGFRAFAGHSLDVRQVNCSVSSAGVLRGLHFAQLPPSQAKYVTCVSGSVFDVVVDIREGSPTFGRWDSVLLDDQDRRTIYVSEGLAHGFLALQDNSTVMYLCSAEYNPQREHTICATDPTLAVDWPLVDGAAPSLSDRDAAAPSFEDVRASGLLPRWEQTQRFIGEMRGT
* marks the source's active call; other numbers are inactive results; ? = inconclusive; / = no result given.

Each structure is followed by: GlmU inhibition	Mtb RmlCD inh
> COc1ccc(C2N(c3cccc(Cl)c3)C(=O)C3CCCN32)cc1 (stereo not given)
 : 2.4%	1.0
> Cc1cc(C(=O)Nc2sc3c(c2C#N)CCCCC3)cs1
 : 0.4%	-9.6
> Cc1ccc(COC(=O)c2nn(-c3ccccc3)nc2N)cc1
 : 0.8%	5.9
> Cc1ccc(C)c(NS(=O)(=O)c2ccc(OCC(=O)N3CCOCC3)cc2)c1
 : 2.5%	/
> C=CCOC(=O)C1=C(C)NC(SCC(=O)Nc2nccs2)=C(C#N)C1c1ccc(Cl)cc1 (stereo not given)
 : 0.5%	-2.4
> C=CCc1c(C)nc(-c2ccccc2)nc1N/N=C/c1ccccc1
 : 0.2%	7.8
> CCOC(=O)N1CCC(N(CCN(C)C)C(=S)Nc2cccc(OC)c2)CC1
 : -0.7%	/
> COc1ccc(C2CC(c3ccc(Cl)cc3Cl)n3nc(N)nc3N2)cc1 (stereo not given)
 : 0.4%	5.7
> CCOP(=O)(OCC)C(NC(C)=O)C(Cl)(Cl)Cl (stereo not given)
 : 2.9%	1.4
> CCOC(=O)C1=C(c2ccccc2)O/C(=C(/C(=O)OC)C(F)(F)F)S1
 : 1.6%	/
> O=C(NCCCN1CCOCC1)C(=O)NCCc1ccccc1
 : -7.4%	1.8
> CC(C)CN(CC(C)C)C(=O)CC(=O)NC(=O)c1ccc(Cl)cc1
 : -2.7%	63.5
> Cc1cc(C)nc(-n2nc(C)cc2NC(=O)c2ccc(Br)o2)n1
 : -2.6%	/
> Cc1ccc(-n2nnnc2C(Cl)(Cl)c2nnnn2-c2ccc(C)cc2)cc1
 : 2.5%	2.6
> O=[N+]([O-])c1nn(-c2cccc(Cl)c2)n(O)c1=NCc1cccnc1
 : 2.9%	10.2
> Cc1cc(-c2csc(N)n2)c(C)n1CCc1ccccc1
 : -7.6%	/
> CCOc1ccc(N2C(=O)CC(NCC3CCCO3)C2=O)cc1 (stereo not given)
 : 7.0%	/
> COc1ccc(OCC(=O)NNC(=O)c2nn(C)c(=O)c3ccccc23)cc1
 : 3.4%	-12.1
> Cc1cc(C(=O)OCC(=O)NCc2cccs2)c2ccccc2n1
 : 7.4%	-32.0
> Cc1ccc(S(=O)(=O)NCC2CCCO2)cc1[N+](=O)[O-] (stereo not given)
 : -1.7%	/

Reprinted from the part before: two entries, followed by the next part.
Each structure is followed by: GlmU inhibition	Mtb RmlCD inh
> Cc1cc(C(=O)OCC(=O)NCc2cccs2)c2ccccc2n1
 : 7.4%	-32.0
> Cc1ccc(S(=O)(=O)NCC2CCCO2)cc1[N+](=O)[O-] (stereo not given)
 : -1.7%	/
> Cc1cc(C)n(-c2ccc(Cl)c(Cl)c2)n1
 : -2.5%	-6.2
> Cn1c(N)c(C(=O)COC(=O)CCC(=O)c2cccs2)c(=O)n(C)c1=O
 : 7.6%	/
> CN(CCC#N)C(=O)COC(=O)c1ccc2[nH]c3c(c2c1)CCCC3
 : -1.3%	-10.9
> CCOc1ccc(CC(C(N)=O)C(N)=O)cc1
 : 0.1%	4.1
> Cc1cnc(C(=O)NCc2ccc(Cl)cc2Cl)cn1
 : 0.0%	1.5
> CC(=O)Nc1ccc(C2=NNC(=NCC3CCCO3)SC2)cc1 (stereo not given)
 : -4.0%	?
> COCc1nc2ccccc2n1Cc1ccccc1
 : -5.6%	17.8
> Cc1ccccc1C=Nc1ccccc1C(N)=O
 : 1.4%	/
> COc1cccc(/C=C/C(=O)OCC(=O)Nc2ccc(Cl)c(S(=O)(=O)N(C)C)c2)c1
 : -2.0%	-8.9
> O=C(COC(=O)c1ccccc1Oc1ccccc1)NCc1ccco1
 : -2.1%	/
> O=C(O)CCC(=O)Nc1nc2ccccc2s1
 : -4.5%	-0.5
> Cc1c(/C=N/NC(=O)c2ccc(O)cc2)c2ccccn2c1C(=O)c1ccc(F)cc1
 : -1.7%	-4.0
> CC(C)OC(=O)/C(C#N)=C\c1cccnc1
 : -2.5%	3.0
> CC1Oc2ccccc2OC1(O)c1ccccn1 (stereo not given)
 : -7.7%	/
> Cc1ccccc1NC(=O)c1cccc(Cn2cc(Br)c([N+](=O)[O-])n2)c1
 : -0.2%	-1.1
> CCSc1ccc(NC(=O)c2cccnc2)cc1
 : 1.1%	-1.3
> COc1ccc(NC(=O)c2cncc(Br)c2)cc1S(N)(=O)=O
 : -3.7%	-7.6
> CCOc1ccccc1Oc1c(C)oc2c(CN3CCN(CCO)CC3)c(O)ccc2c1=O
 : -4.7%	7.9
> COc1ccc(C)cc1S(=O)(=O)N(C)CC(=O)N1CCN(C)CC1
 : 7.3%	20.0
> Cn1cccc1/C=N/N1CCN(c2ccccn2)CC1
 : 3.8%	1.0
> COc1ccc2c(c1)[nH]c1c(Cl)ncnc12
 : 3.2%	8.6
> Cc1ccc(Nc2nc(-c3sc(NC(=O)c4ccc([N+](=O)[O-])cc4)nc3C)cs2)cc1
 : -0.9%	9.4
> FC(F)(F)COc1nc(N/N=C/c2cccnc2)nc(N2CCCCC2c2ccccn2)n1 (stereo not given)
 : 1.7%	/
> CCCC(=O)Nn1cnc2c(c1=O)C1(CCCCC1)Cc1ccccc1-2
 : 1.6%	4.8
> O=[N+]([O-])[N-][n+]1cnn(Cc2ccc(Cl)cc2)c1
 : 0.7%	3.2
> S=C(c1ccc(Br)cc1)N1CCN(Cc2ccccc2)CC1
 : 5.2%	0.4
> O=C(O)CNC(=S)N(Cc1ccccc1Cl)C1CCCCC1
 : -2.2%	-11.1
> Cn1c(=O)cc(OCC(=O)N2CCN(Cc3ccc4c(c3)OCO4)CC2)c2ccccc21
 : 2.4%	-34.5
> CCOc1ccc2nc(NCCCNS(=O)(=O)c3ccc(F)cc3)c(C#N)cc2c1
 : 2.2%	/
> CCN(C(=O)c1cc2c(=O)[nH]c3ccc(C)cc3c2s1)c1ccc(F)cc1
 : 0.8%	-6.4
> O=C(NC(=O)c1ccccc1O)c1ccc(C(F)(F)F)cc1
 : 3.6%	-19.1
> CC(=O)N(CCC1(C(C)C)CCOC(C)(C)C1)C(C)c1cccs1 (stereo not given)
 : -1.8%	?
> N#C/C(=C\c1cccc([N+](=O)[O-])c1)C(=O)NCc1cccnc1
 : 1.4%	-10.6
> CC(=O)N1CCCC(C(=O)c2ccc3c4c(cccc24)CC3)C1 (stereo not given)
 : 1.4%	-6.3
> CCc1cc2c(SCC(=O)c3cccs3)ncnc2s1
 : 1.7%	-1.0
> NC(=O)CC(NC(=O)c1ccccc1)c1ccc(NCCc2cccc(F)c2)c([N+](=O)[O-])c1 (stereo not given)
 : -0.6%	/
> CCOC(=O)C1=C(C)NC(=O)C1(NC(=O)c1cccnc1)C(F)(F)F (stereo not given)
 : 3.1%	13.0
> COc1ccc(-c2cc(C(F)(F)F)nc(SCC(=O)N3CC(C)OC(C)C3)n2)cc1OC (stereo not given)
 : 21.9%	1.1
> CC(C)(CO)NC(=O)CC1C(=O)NCCN1CC(c1ccccc1)c1ccccc1 (stereo not given)
 : 0.9%	-3.1
> Cn1c(=O)[nH]c(=O)c2c1nc(NCCCO)n2CCCc1ccccc1
 : -1.3%	/
> CN1C(=O)/C(=C/c2ccc(C(=O)NC3CCCC3)cc2)Oc2ccccc21
 : -0.2%	-1.7
> O=C(Nc1ccc2c(c1)OCCO2)C1c2ccccc2C(=O)N2CCc3ccccc3C12 (stereo not given)
 : 3.7%	-8.6
> Nc1ccc2nc3c(=O)n(C4CCCCC4)c(=O)[nH]c3nc2c1
 : -0.5%	/
> COc1cccc(C(=O)COC(=O)c2ccc(NC(C)=O)cc2)c1
 : 1.1%	28.5
> O=C(NNC(=O)C1[C@H]2CCCC[C@@H]12)NC1CCCCC1 (stereo not given in full)
 : 0.3%	/
> Cc1ccc(S(=O)(=O)c2ccccc2)cc1S(=O)(=O)N1CCOCC1
 : 1.5%	/
> O=C(Oc1cccccc1=O)c1ccccc1
 : 1.1%	-3.8
> CC(=O)NCCOc1cccc(OCCNC(C)=O)c1
 : -5.7%	6.8
> CCCN1Cc2cccc(C(=O)NCc3ccc(C)cc3)c2C1=O
 : -0.3%	23.1
> O=C(CSc1ccc(Cl)cc1)NCc1ccncc1
 : -0.6%	-1.8
> CCCS(=O)(=O)N1CCC(CCOc2ccccc2)(C(=O)OCC)CC1
 : 0.3%	-9.4
> CC(C)(C)c1cc(=O)n2c(nc3ccccc32)[nH]1
 : -0.5%	-10.0
> Cc1ccc(S(=O)(=O)N2CCN(C(=O)N3CCOCC3)C2C(C)C)cc1 (stereo not given)
 : 1.6%	/
> O=C(Nc1ccc(NC(=O)C2CCCN2C(=O)OCc2ccccc2)cc1)c1ccco1 (stereo not given)
 : 0.7%	9.1
> O=C(CN(c1ccc(F)cc1)S(=O)(=O)c1ccc2c(c1)OCCO2)Nc1cccnc1
 : 11.0%	8.6
> O=C(CSc1ccccc1)Nc1ccccc1N1CCOCC1
 : -2.0%	8.8
> O=C1C2CCCN2C(c2ccc(F)c(F)c2)N1c1cccc(Cl)c1 (stereo not given)
 : 2.4%	-0.7
> CCN=C1S/C(=C\c2ccc(OC)c(OCC)c2)C(=O)N1CC
 : -4.4%	-16.6
> Cc1cccc(NC2=C(NC(=O)c3ccccc3)C(=O)c3ccccc3C2=O)c1
 : 1.0%	/
> O=C(Cc1ccccc1)Nc1nc(-c2cccc([N+](=O)[O-])c2)cs1
 : -0.2%	17.7

Continued:
Each structure is followed by: GlmU inhibition	Mtb RmlCD inh
> CCOC(=O)CCCCC(=O)c1[nH]c(=O)[nH]c1Cn1cnc2ccccc21
 : 5.5%	/
> O=C(O)CC/C(=N\NC(=O)CNC(=O)c1ccc(F)cc1)c1ccccc1
 : 0.7%	7.9
> CCOc1ccc(Nc2nc(N)nc(CSC(=S)N3CCN(c4ccccc4)CC3)n2)cc1
 : 10.2%	-10.6
> CCOc1ccc2oc(C(=O)Nc3ccc(N4CCOCC4)cc3)c(C)c2c1
 : -5.1%	12.0
> CCc1nnc(NC(=O)CSc2nc(-c3ccc(OC)cc3)ns2)s1
 : -3.0%	12.7
> O=C(CCSc1ccccc1)Nc1nc2c(s1)CCCC2
 : -3.3%	/
> Cn1c(SC2=CS(=O)(=O)c3ccccc32)nc2ccccc21
 : 5.2%	-14.8
> O=C(c1ccc(COc2ccccc2Cl)o1)N1CCN(c2ccccc2)CC1
 : 2.0%	6.2
> COc1ccc2c(c1O)Cc1ccccc1C2=O
 : 6.5%	/
> CCN(CC)S(=O)(=O)c1ccc(N2CCN(c3cccc(OC)c3)CC2)c([N+](=O)[O-])c1
 : -4.3%	11.8
> NC(=S)Nc1ncc(CCN2CCOCC2)c(-c2ccc(F)cc2)n1
 : -1.1%	-9.8
> Cc1oc2c(c1C(=O)NCCCC(=O)O)CCCC2
 : -0.6%	/
> CCOC(=O)c1cccc(NC(=O)/C=C/c2ccc3c(c2)OCO3)c1
 : 0.5%	1.5
> O=C(Nc1nccs1)C1CCCN(S(=O)(=O)c2cccc3cccnc23)C1 (stereo not given)
 : 2.7%	-5.5
> COCCNC(=O)NC(=O)CN1CCCc2ccccc21
 : -3.4%	/
> O=C(c1ccc(F)cc1F)N1CCN(c2n[nH]c(=O)[nH]c2=O)CC1
 : 2.3%	3.1
> COc1cc(-c2nnc(-c3ccc(N4CCOCC4)cc3)o2)cc(OC)c1OC
 : 2.9%	-0.9
> OCCN1CCN(CC#CCn2c3ccccc3c3ccccc32)CC1
 : 1.4%	2.7
> CCOC(=O)c1sc2cccc(F)c2c1N
 : -0.5%	9.8
> C/C(=N\O)c1ccc(Cl)c(Cl)c1
 : -0.9%	-2.0

No new results follow: an excerpt of the list.
Each structure is followed by: GlmU inhibition	Mtb RmlCD inh
> COc1ccc(C2N(c3cccc(Cl)c3)C(=O)C3CCCN32)cc1 (stereo not given)
 : 2.4%	1.0
> Cc1cc(C(=O)Nc2sc3c(c2C#N)CCCCC3)cs1
 : 0.4%	-9.6
> Cc1ccc(COC(=O)c2nn(-c3ccccc3)nc2N)cc1
 : 0.8%	5.9

(list continues)
Each structure is followed by: GlmU inhibition	Mtb RmlCD inh
> Cc1c(C(=O)NCc2ccc(S(N)(=O)=O)cc2)oc2ccc(Cl)cc12
 : 1.1%	/
> COc1ccc(CCNC(=O)C2Cc3ccccc3C(=O)O2)cc1 (stereo not given)
 : -4.9%	-3.5
> COC(=O)c1c(NC(=O)c2c(-c3ccccc3Cl)noc2C)sc2c1CCC2
 : /	-0.8
> CC(=O)N(CCC(Cc1ccccc1)c1ccc2c(c1)OCO2)Cc1ccc(Cl)cc1 (stereo not given)
 : 0.6%	1.9
> C/C(=N\NC(=O)c1ccc(Br)cc1)c1cccc(NC(=O)c2cccnc2)c1
 : -5.1%	15.6
> O=C(COC(=O)Cn1cnc2ccccc2c1=O)Nc1ccc2c(c1)OCO2
 : -9.2%	-4.0
> CCC1(c2ccc(F)cc2)NC(=O)N(CC(=O)N2CCOCC2)C1=O (stereo not given)
 : 2.3%	/
> C=CCn1c(CNC(=O)c2cccs2)nnc1SCc1ccc(Cl)cc1Cl
 : 0.3%	-3.4
> Cc1ccc(N=Cc2c(C)[nH]n(-c3ccccc3)c2=O)nc1
 : 7.7%	4.0
> Cc1nc(=S)c2ccccc2[nH]1
 : 6.3%	-4.9

Complete entries, looked up by structure.
Cc1nc(=S)c2ccccc2[nH]1 as listed: GlmU inhibition = 6.3%; Mtb RmlCD inh = -4.9
O=C(COC(=O)Cn1cnc2ccccc2c1=O)Nc1ccc2c(c1)OCO2 as listed: GlmU inhibition = -9.2%; Mtb RmlCD inh = -4.0
Cc1ccc(N=Cc2c(C)[nH]n(-c3ccccc3)c2=O)nc1 as listed: GlmU inhibition = 7.7%; Mtb RmlCD inh = 4.0

A portion of the library; the hit share may differ from the screen's.
